Screening results (PubChem BioAssay)
PLK1 PBD inh: inhibitors of human PLK1 polo-box domain binding; P53350; Plk1 PBD binding of FITC phosphopeptide, fluorescence polarization; Potency, µM, inactives show max response, negative = inhibition, most hits filed as inhibitors; 360,000 compounds, 2.8% hits; AID 720504; further: potency means the concentration at half of the fitted maximal effect; series mostly up to about 57 µM; on the % scale 0 is the no-effect control and ±100 the full control effect; nearly all actives have a fitted effect of over 65% in size
IL2 activator: activators of IL-2; activation, % (series mostly up to about 46 µM); IL-2 activation reporter assay, cell-based qHTS; stimulated with anti-CD3/CD4/CD28 beads; in transgenic mouse T cells; 360,000 compounds, 0.065% hits; in the data active means activation above about 50%; inconclusive means mostly about 30% to 49%; further: 0% is about no effect
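Readout: EGFP and DsRed signals by fluorescent plate cytometry. Unstimulated transgenic mouse T cells received compound 60 min before antibody-bead stimulation, then incubated 18 h at 37 degrees C.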
GLP1R inv ag: acts as inverse agonist at human GLP-1 receptor; HEK293 GLP-1R CRE-luciferase, luminescence, 24 h; GLP-1R form is constitutively active; AID 624417; P43220; 410,000 compounds, 1.6% hits; Potency, µM (top dose mostly 38.3 µM), without a hit: at the highest dose activity change, negative = inhibition, most hits filed as inhibitors; further: potency means the concentration at half of the fitted maximal effect; on the % scale 0 is the no-effect control and ±100 the full control effect; nearly all actives have a fitted effect of over 55% in size
Target sequence (P43220 whole entry, looked up): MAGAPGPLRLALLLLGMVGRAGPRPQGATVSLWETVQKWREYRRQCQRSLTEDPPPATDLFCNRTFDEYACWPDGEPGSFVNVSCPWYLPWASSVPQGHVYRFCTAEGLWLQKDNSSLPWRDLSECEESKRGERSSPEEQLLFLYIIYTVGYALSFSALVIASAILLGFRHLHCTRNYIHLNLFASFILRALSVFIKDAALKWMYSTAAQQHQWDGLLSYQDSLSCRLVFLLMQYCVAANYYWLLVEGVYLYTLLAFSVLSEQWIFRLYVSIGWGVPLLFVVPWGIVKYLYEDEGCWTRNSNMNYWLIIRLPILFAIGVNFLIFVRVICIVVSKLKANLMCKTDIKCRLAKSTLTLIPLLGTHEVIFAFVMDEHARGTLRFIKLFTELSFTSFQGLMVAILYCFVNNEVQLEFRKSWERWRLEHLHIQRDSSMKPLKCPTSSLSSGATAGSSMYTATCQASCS
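HEK293 cells stably co-expressing a cAMP-responsive luciferase reporter and constitutively active GLP-1R were seeded, incubated 12 h, then exposed to compounds for 24 h at 37 C. Luminescence was read 12 min after detection reagent; inverse agonists lower signal.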
PI5P4K alpha inh: inhibitors of human PI5P4K alpha. 330,000 compounds, 1.2% hits. AID 652105. max response, %. PI5P4Kalpha enzyme, ADP-Glo luminescence, 60 min; active compounds read low; active means max response of -50% or lower; inconclusive means between -30% and -50%; inactive means -30% or higher; further: value at the top dose of about 77 µM; on the % scale 0 is the no-effect control and ±100 the full control effect
Target sequence (P48426 whole entry, looked up): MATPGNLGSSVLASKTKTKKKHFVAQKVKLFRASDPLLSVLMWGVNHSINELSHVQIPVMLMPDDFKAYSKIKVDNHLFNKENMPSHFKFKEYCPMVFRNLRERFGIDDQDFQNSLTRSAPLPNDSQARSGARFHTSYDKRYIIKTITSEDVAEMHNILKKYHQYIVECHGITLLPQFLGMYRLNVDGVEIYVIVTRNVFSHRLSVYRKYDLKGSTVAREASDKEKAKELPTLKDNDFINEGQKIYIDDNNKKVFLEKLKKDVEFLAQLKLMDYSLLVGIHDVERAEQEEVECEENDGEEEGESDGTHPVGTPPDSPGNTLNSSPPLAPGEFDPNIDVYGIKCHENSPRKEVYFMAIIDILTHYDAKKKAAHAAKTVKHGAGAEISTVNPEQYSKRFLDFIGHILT
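Enzyme plus substrate dispensed, test compounds pinned in, then ATP (5 microM final) added. After 60 min at RT, ADP-Glo reagent 1 for 45 min and reagent 2 for 30 min preceded luminescence imaging.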
PTHR1 ag: activates the human parathyroid hormone receptor PTHR1. Q03431. Potency, µM (highest dose often 115 µM), for inactives: at the highest dose activation, actives largely listed as activators. HEK293 GP2 PTHR1 cells, GloSensor cAMP luminescence, 1 h. 410,000 compounds, 0.075% hits. AID 743266; further: potency means the concentration at half of the fitted maximal effect; nearly all actives have a fitted effect of over 55% in size; some results filed as inactive show a strong effect at the top dose; inactives centre near -15; many of its hits are not listed in these tables
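HEK-293-derived GP2 cells expressing PTHR1 and a GloSensor cAMP reporter, 3,000/well, plated overnight, given luciferin plus IBMX (each 0.5 mM as added) for 1 h at 37 °C, then compound for 1 h at 37 °C. Luminescence was read after 15 min at room temperature.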
EPAC1 agonist: activates human EPAC1 exchange factor | Potency, µM (series often up to 154 µM), for inactives: at the top dose activation, actives largely listed as activators | AID 720707 | O95398 | EPAC1 agonist qHTS, biochemical assay; response scale: 100% = response to 6.5 mM cAMP | 360,000 compounds, 0.073% hits; further: potency means the concentration at half of the fitted maximal effect; nearly all actives have a fitted effect of over 60% in size
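Nucleotide exchange by EPAC1 (100 nM) on Rap1B–BODIPY-GDP (250 nM) in the presence of 50 uM GDP is tracked fluorescently at 480/540 nm over 30 min. Signals are normalized to a 6.5 mM cAMP control.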
GLP-1R agonist: activates the human GLP-1 receptor | P43220 | HEK293 GLP-1R CRE-luciferase, luminescence, 4-6 h; cells express a hypersensitive GLP-1R form | Potency, µM (doses to about 45.6 µM), inactives show at the top dose activation, usual class: activators | 380,000 compounds, 0.007% hits; further: potency means the concentration at half of the fitted maximal effect; % of control where 0% means no effect
GLP1R cytotox: cytotoxicity in counter-screen for GLP-1R inverse agonists. HEK293 cAMP-luciferase reporter cells, luminescence, 24 h. Potency, µM (series often up to 38.3 µM), without a hit: at the top dose activity change, negative = inhibition, actives largely listed as inhibitors. 410,000 compounds, 0.13% hits;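 further: loss of luciferase light is scored as toxicity; potency means the concentration at half of the fitted maximal effect; on the % scale 0 is the no-effect control and ±100 the full control effect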
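To flag toxic compounds, the library was rerun on cells for 24 hr at 37 deg C and 5% CO2. Viability-linked luminescence was captured 12 min after adding luciferase detection reagent.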
EPAC1 antag: antagonists of human EPAC1. O95398. EPAC1 GEF assay, Rap1b-BODIPY-GDP exchange fluorescence. Potency, µM (highest dose often 115 µM), for the others: at the highest dose activity change, negative = inhibition, most hits filed as inhibitors. 360,000 compounds, 0.14% hits. AID 720709;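 further: potency means the concentration at half of the fitted maximal effect; plate controls were vehicle for no effect and positive control for full effect; nearly all actives have a fitted effect of over 50% in size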
* hit, by the source's call; i = inactive; ? = inconclusive; . = not tested or not shown; [ ] = dose if it differs, or a comment. Unless noted, the call rests on the fitted dose curve; in most records, active means well fitted curve in the direction sought with a large enough effect; inconclusive means small, poorly fitted or top-dose-only effect, or another doubt; inactive means no such curve, though single readings can be large; an effect the other way counts as inactive or inconclusive. Only part of the results is shown; rates above refer to the full screens.

no. | Molecule | PLK1 PBD inh | IL2 activator | GLP1R inv ag | PI5P4K alpha inh | PTHR1 ag
1 | O=S(=O)(c1ccccc1)N1CCCCC1CCc1ccccc1 (stereo not drawn) | 1.9% | -0.9 | ? | 5.3 | i
2 | O=C(O)CCc1ccc(-c2ccccc2)n1CC(=O)O | -0.5% | 0.4 | 0.0% | . | -7.0%[57.5 µM]
3 | CC1CCCCN1CCNC(=O)C1CCN(S(=O)(=O)c2cccc3cccnc23)CC1 (stereo not drawn) | -10.8% | 2.8 | 8.8% | -0.2 | ?
4 | [O-][N+]12CCN(CC1)c1ccccc12 | 1.2% | -1.3 | -7.7% | . | -17.4%[57.5 µM]
5 | Cc1cc(C)cc(OCC(=O)Nc2ccc(S(=O)(=O)Nc3ccccn3)cc2)c1 | -10.7% | 0.7 | 5.5%[7.66 µM] | 0.2 | i
6 | CC(=O)Nc1c(C#N)c(C(C)(C)C)cn1C | -13.7% | -1.4 | -4.3% | . | i
7 | CC1=NNC(=O)C1CC(=O)N/N=C(/C)c1cccc([N+](=O)[O-])c1 (stereo not drawn) | -8.8% | 0.8 | 11.4% | -2.5 | i
8 | Cc1cc(NS(=O)(=O)c2ccc(NC(=S)NC(=O)c3ccc(Br)cc3)cc2)no1 | -28.7% | -1.2 | 0.0% | -7.1 | i
9 | COc1ccc(NC2CS(=O)(=O)CC2NCc2ccccc2)cc1 (stereo not drawn) | -2.4% | 0.0 | -1.6% | -1.9 | -9.9%
10 | COc1cc(CC(NC(C)=O)C(=O)NC2CCN(C(=O)c3ccc(C)cc3)CC2)cc(OC)c1 (stereo not drawn) | -6.0% | -2.7 | 6.9% | 2.6 | i

no. | EPAC1 agonist | GLP-1R agonist | GLP1R cytotox | EPAC1 antag
1 | 0.6% | -5.9% | 14.6% | -3.0%
2 | 3.2% | -4.6% | 2.1% | 1.6%
3 | -12.3% | -2.3% | 9.2% | 2.4%
4 | 11.3% | 3.8% | 15.4% | 5.5%
5 | 4.2% | 5.2% | -1.3%[7.66 µM] | -16.0%
6 | -1.0% | -4.5% | -16.0% | 6.0%
7 | 13.5% | 1.3% | 6.7% | -29.1%
8 | 5.1% | -2.6% | -11.3% | 1.0%
9 | -1.4% | -3.2% | 6.2% | 11.4%
10 | 12.3% | 7.0% | -12.8% | 8.7%

The list goes on:
no. | Molecule | PLK1 PBD inh | IL2 activator | GLP1R inv ag | PI5P4K alpha inh | PTHR1 ag
11 | CN1CCN(C(=S)NC(=O)c2ccc(C(C)(C)C)cc2)CC1 | -3.5% | 0.5 | ? | 2.5 | 7.8%
12 | CCOC(=O)C1=C(c2ccccc2)NC(=O)NC1c1cccc(OC)c1OC (stereo not drawn) | -5.6% | -0.3 | 4.0% | -5.0 | i
13 | Cc1cccc(Oc2ccc(S(=O)(=O)N3CCCCC3)cc2NC(=O)C2=COCCO2)c1 | -20.5% | -1.1 | 10µM* | 6.4 | -7.3%
14 | CCOC(=O)N1CCN(CC(O)COc2ccc(C(C)C)c(C)c2)CC1 (stereo not drawn) | -6.4% | 2.1 | ? | 3.0 | -12.9%
15 | O=C(Cc1c[nH]c2ccccc12)NCc1ccc2c(c1)OCO2 | -6.3% | 0.1 | ? | 4.1 | -5.2%[57.5 µM]
16 | O=C(Nc1ccc(F)cc1)c1oc2ccccc2c1NC(=O)C1CCCC1 | 4.2% | 0.6 | -11.7% | 16.3 | i
17 | Cc1cc(NC(=O)c2ccc(Cl)cc2)c(C)cc1O | -3.2% | 0.0 | -14.7% | 3.4 | -4.9%
18 | Cc1ccccc1NC(=S)NNC(=O)c1ccco1 | 1.7% | -4.4 | -3.9% | -2.7 | -45.0%[inhibitor]
19 | Cn1cccc1/C=C1\SC(=O)N(CC(=O)Nc2ccc(Cl)cc2)C1=O | -23.0% | 1.4 | 22.6% | . | -2.6%
20 | NC(=O)c1c(NC(=O)C2c3ccccc3Oc3ccccc32)sc2c1CCCCC2 | ? | 0.2 | -5.7% | -54.2* | -4.2%

no. | EPAC1 agonist | GLP-1R agonist | GLP1R cytotox | EPAC1 antag
11 | -3.4% | -0.3% | ? | 34.0%[activator]
12 | 1.8% | 3.2% | 10.5% | -6.1%
13 | 3.9% | 7.0% | 6.9% | -14.4%
14 | -2.5% | 0.1% | -5.5% | 5.6%
15 | 0.0% | -2.8% | -1.8% | 0.0%
16 | -13.2% | -2.1% | 0.8% | -3.2%
17 | -0.1% | 12.7% | 1.6% | -6.7%
18 | -4.0% | -4.0% | -14.9% | -2.3%
19 | 1.4% | -6.6% | -3.3% | 3.8%
20 | 9.6% | -4.4% | -12.1% | 6.8%

Carrying on:
no. | Molecule | PLK1 PBD inh | IL2 activator | GLP1R inv ag | PI5P4K alpha inh | PTHR1 ag
21 | CS(=O)(=O)Cc1nc2ccccc2n1CC(=O)Nc1cccc(S(=O)(=O)N2CCCC2)c1 | 3.3% | 0.9 | 4.0% | -9.6 | -23.3%
22 | CC(C)Oc1ccc(CN2CCC2(C)C(=O)Nc2cccc3cccnc23)cc1 (stereo not drawn) | -1.4% | -0.5 | -4.9% | 29.9 | i
23 | O=C(CN1CCN(Cc2ccccc2)CC1)N/N=C/C=C/c1ccco1 | -1.7% | 0.3 | 0.5% | -2.3 | -4.6%
24 | CCCCC(=O)Nc1ccc(NCc2ccc(C)s2)cc1 | -21.9% | -0.3 | -28.4% | -5.1 | -8.2%
25 | COc1ccc(S(=O)(=O)Nc2ccc(C(F)(F)F)cc2)cc1OC | 4.1% | -0.4 | ? | 0.0 | -27.2%[57.5 µM]
26 | CC12CCC(=O)N1C(C(=O)NNC(=O)COc1cccc(C(F)(F)F)c1)CS2 (stereo not drawn) | -4.5% | -4.5 | -5.0% | 0.5 | -21.4%
27 | Cc1ccc(CC(=O)Nc2nc3ccccc3[nH]2)cc1C | -1.3% | 5.1 | -4.3% | -0.1 | i
28 | O=C1C2CCCN2C(c2ccc(Br)cc2)N1c1ccc(F)cc1 (stereo not drawn) | 1.4% | -2.1 | -1.3% | 3.3 | -21.3%
29 | COc1ccc2oc(C(=O)OCC(=O)NC3CCCCC3)c(C)c2c1 | -9.8% | -6.5 | -9.5% | -16.1 | -32.9%
30 | CN(C(=O)COC(=O)c1cc(=O)[nH]c2ccccc12)C1CCCCC1 | -3.8% | 1.5 | 0.0% | -2.4 | -21.4%

no. | EPAC1 agonist | GLP-1R agonist | GLP1R cytotox | EPAC1 antag
21 | -5.2% | -2.3% | -28.5% | 21.5%
22 | -3.5% | 20.5% | 4.4% | -1.8%
23 | -3.9% | -10.3% | 68.1%[activator] | -19.1%
24 | 7.4% | 16.0% | -17.3% | -24.4%
25 | 2.7% | 2.5% | 5.6% | -0.3%
26 | -0.9% | -2.1% | 18.4% | -6.7%
27 | -3.4% | -3.6% | -9.2% | 7.1%
28 | 7.6% | 0.9% | 3.0% | -4.3%
29 | -1.3% | -0.6% | 17.2% | 16.5%
30 | -6.1% | 5.2% | 1.1% | -16.5%

Next part, starting with the last four of the part before.
no. | Molecule | PLK1 PBD inh | IL2 activator | GLP1R inv ag | PI5P4K alpha inh | PTHR1 ag
27 | Cc1ccc(CC(=O)Nc2nc3ccccc3[nH]2)cc1C | -1.3% | 5.1 | -4.3% | -0.1 | i
28 | O=C1C2CCCN2C(c2ccc(Br)cc2)N1c1ccc(F)cc1 (stereo not drawn) | 1.4% | -2.1 | -1.3% | 3.3 | -21.3%
29 | COc1ccc2oc(C(=O)OCC(=O)NC3CCCCC3)c(C)c2c1 | -9.8% | -6.5 | -9.5% | -16.1 | -32.9%
30 | CN(C(=O)COC(=O)c1cc(=O)[nH]c2ccccc12)C1CCCCC1 | -3.8% | 1.5 | 0.0% | -2.4 | -21.4%
31 | Cc1cccc(C(=O)NCCNc2nc3cc(C)c(C)cc3cc2C)c1 | 0.6% | -1.4 | ? | 12.0 | -18.2%
32 | O=C1CCN(CCc2ccccc2)CCN1CCSc1ccc(Br)cc1 | -4.6% | -0.6 | ? | -4.0 | -41.8%
33 | O=C(COC(=O)C1CSC2(c3ccc(F)cc3)CCC(=O)N12)NC(=O)NC1CCCC1 (stereo not drawn) | -6.1% | 1.2 | 3.7% | 4.6 | -12.1%
34 | O=C(O)c1ccc2oc(=O)c(S(=O)(=O)c3ccccc3)cc2c1 | 0.6% | -4.3 | 25.0% | -7.2 | -14.4%
35 | COc1ccc(NC(=O)C2CCCCN2S(=O)(=O)c2ccc(F)cc2)c(OC)c1 (stereo not drawn) | -9.9% | -2.5 | -0.6% | -1.9 | 2.0%[57.5 µM]
36 | CC1(C)C(CC(=O)O)CC1C(=O)O (stereo not drawn) | -3.0% | 0.3 | 7.1% | 1.0 | -7.2%
37 | Cc1cccc(C)c1NC(=O)C1C(c2ccc3c(c2)OCO3)=Nc2ccccc2N1C(=O)c1ccccn1 (stereo not drawn) | 4.4% | -0.3 | ? | 3.1 | -21.9%
38 | CC(=O)Nc1ccc(Oc2ccc3c(c2)C(=O)NC3=O)cc1 | -11.4% | 0.0 | 5.0% | -7.1 | i
39 | N#Cc1cc(-c2ccccc2)nnc1Oc1ccccc1Cl | -10.5% | -0.4 | -21.5% | 2.3 | i

no. | EPAC1 agonist | GLP-1R agonist | GLP1R cytotox | EPAC1 antag
27 | -3.4% | -3.6% | -9.2% | 7.1%
28 | 7.6% | 0.9% | 3.0% | -4.3%
29 | -1.3% | -0.6% | 17.2% | 16.5%
30 | -6.1% | 5.2% | 1.1% | -16.5%
31 | -9.1% | 8.4% | ? | 2.7%
32 | 0.2% | -1.4% | -19.5% | 11.7%
33 | 4.7% | 6.8% | 8.6% | -4.1%
34 | 2.4% | -0.8% | 76.0%[activator] | -8.5%
35 | 4.9% | -0.1% | 2.2% | -13.9%
36 | 1.4% | 1.3% | -1.2% | 1.3%
37 | -7.1% | . | -9.3% | 7.6%
38 | 7.2% | -1.6% | -5.3% | 11.7%
39 | -0.1% | -26.8% | -2.4% | 0.3%
